Bioassay records as filed in PubChem BioAssay.
GRP78 ERSR act = inducers of ER stress response in human glioma cells; 0.02% of 420,000 active; Potency, µM, for the others: top-dose activation, usual class: activators; U87-MG GRP78 promoter luciferase reporter, 16 h; note: potency is the fitted concentration of half-maximal effect; series mostly up to about 76 µM; % of control where 0% means no effect; nearly all actives have a fitted effect of over 35% in size
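Stably transfected U87-MG glioma cells carrying a GRP78-based luciferase sensor; 16 h compound incubation. Luminescence end-point read 10 min after Bright-Glo addition at room temperature.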
D1 antag = human D1 dopamine receptor antagonism; activity change, negative = inhibition, % at 10 µM; HEK293 TREx D1 cells, calcium flux, dopamine EC80; active compounds read low; 3.2% of 360,000 active; P21728; in the data active = activity change below about -30%; note: % is set by controls: 0 for no effect and ±100 for the full control effect
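HEK293 T-REx cells expressing inducible, force-coupled D1 receptor; no-wash Ca dye, 30–90 min RT. Cmpd → 180 s read at 1 Hz → EC80 DA → 180 s read.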
Vif-A3F inh = inhibitors of Vif-A3F interaction. HeLa A3F-eYFP + Vif (tagged APOBEC3F with the HIV-1 protein that degrades it), YFP fluorescence increase. 0.2% of 390,000 active. Potency, µM (highest dose often 46.1 µM), for the others: top-dose activity, negative = active. AID 602313; note: potency is the fitted concentration of half-maximal effect; % of control where 0% means no effect; nearly all actives have a fitted effect of over 65% in size
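Fluorescence increase (Ex 488/Em 500-530) after overnight compound treatment at 37 deg C flags inhibition of Vif-driven A3F-eYFP loss in stable HeLa A3F-eYFP/Vif cells seeded overnight beforehand.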
LDHA block = inhibitors of human lactate dehydrogenase A | activity change, % (values are at about 110 or 230 µM) | purified LDHA, NADH/diaphorase-resazurin fluorescence; active compounds read low | AID 1347041 | P00338 | 0.15% of 480,000 active; in the data active = activity change below about -30%; inconclusive = mostly about -25% to -30%;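 note: plate controls were DMSO wells for no effect and wells without enzyme for full effect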
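LDH5 2 nM; NADH 0.06 mM, pyruvate 0.2 mM; 200 mM Tris pH 7.4, EDTA, Tween-20; 5 min RT. Detection: diaphorase 0.133 mg/mL + resazurin 37 µM, fluorescence ex540/em590 at 0 and 20 min; normalized to enzyme-free and DMSO wells.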
D2 PAM = positive allosteric modulators of human D2 dopamine receptor | P14416 | HEK293 T-REx D2, calcium flux, EC20 dopamine potentiation | potentiation, % at 10 µM | 0.34% of 340,000 active | AID 485347;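 active = potentiation over 3 SD above the plate norm, cut at about 30% in these data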; note: 0% is about no effect
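Tetracycline-induced HEK293 T-REx cells force-coupled to calcium signalling expressed D2; compounds were pin-added after a 10 s baseline, read kinetically 180 s, then an EC20 dopamine challenge followed with a further 180 s calcium read.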
D1 PAM = potentiators of human D1 dopamine receptor; potentiation, % at 10 µM; HEK293 TREx D1 cells, calcium flux, dopamine EC20 potentiation; P21728; 0.036% of 360,000 active; in the data active = potentiation above about 30%; note: 0% is about no effect
D1 agonist = human D1 receptor agonism. 1% of 360,000 active. activation, % at 2 µM. HEK293 T-REx D1 cells, calcium flux, agonist mode; in the data active = activation above about 30%; note: 0% is about no effect
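Tetracycline-induced HEK293 TREx D1 cells, force-coupled to calcium signalling, were dye-loaded with a no-wash calcium kit. Compound was pin-added after a 10 s baseline. Fluorescence was read kinetically at 1 cycle/s for 180 s, with calcium rises flagged as agonism.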
Vif-A3G inh = blocks the Vif interaction with human APOBEC3G | HeLa A3G-eYFP + Vif (tagged APOBEC3G with the HIV-1 protein that degrades it), YFP fluorescence, overnight | Potency, µM (highest dose often 46.1 µM), inactives show at the top dose activity, negative = active, actives largely listed as inhibitors | 0.076% of 410,000 active;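 note: potency is the fitted concentration of half-maximal effect; % is set by controls: 0 for no effect and ±100 for the full control effect; nearly all actives have a fitted effect of over 60% in size; hits raise eYFP signal because A3G escapes Vif-driven loss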
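HeLa cells stably expressing Vif and C-terminally eYFP-tagged A3G, seeded overnight at 37 deg C, then exposed to compound by pintool overnight at 37 deg C. Rise in yellow fluorescence (Ex 488/Em 500-530, Acumen) marks blocked Vif-driven A3G degradation.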
RXFP1 ag = RXFP1 (human) receptor agonism; Q9HBX9; AID 2676; 0.3% of 370,000 active; Potency, µM (titrated, usually from 57.5 µM), for the others: at the top dose activation, usual class: activators; HEK293T-RXFP1 cAMP TR-FRET, 30 min; response scale: percent of porcine relaxin response, buffer zero; note: potency is the fitted concentration of half-maximal effect; % is set by controls: 0 for no effect and ±100 for the full control effect; nearly all actives have a fitted effect of over 60% in size; many of its hits are not listed in these tables
Target sequence (Q9HBX9 whole entry, looked up): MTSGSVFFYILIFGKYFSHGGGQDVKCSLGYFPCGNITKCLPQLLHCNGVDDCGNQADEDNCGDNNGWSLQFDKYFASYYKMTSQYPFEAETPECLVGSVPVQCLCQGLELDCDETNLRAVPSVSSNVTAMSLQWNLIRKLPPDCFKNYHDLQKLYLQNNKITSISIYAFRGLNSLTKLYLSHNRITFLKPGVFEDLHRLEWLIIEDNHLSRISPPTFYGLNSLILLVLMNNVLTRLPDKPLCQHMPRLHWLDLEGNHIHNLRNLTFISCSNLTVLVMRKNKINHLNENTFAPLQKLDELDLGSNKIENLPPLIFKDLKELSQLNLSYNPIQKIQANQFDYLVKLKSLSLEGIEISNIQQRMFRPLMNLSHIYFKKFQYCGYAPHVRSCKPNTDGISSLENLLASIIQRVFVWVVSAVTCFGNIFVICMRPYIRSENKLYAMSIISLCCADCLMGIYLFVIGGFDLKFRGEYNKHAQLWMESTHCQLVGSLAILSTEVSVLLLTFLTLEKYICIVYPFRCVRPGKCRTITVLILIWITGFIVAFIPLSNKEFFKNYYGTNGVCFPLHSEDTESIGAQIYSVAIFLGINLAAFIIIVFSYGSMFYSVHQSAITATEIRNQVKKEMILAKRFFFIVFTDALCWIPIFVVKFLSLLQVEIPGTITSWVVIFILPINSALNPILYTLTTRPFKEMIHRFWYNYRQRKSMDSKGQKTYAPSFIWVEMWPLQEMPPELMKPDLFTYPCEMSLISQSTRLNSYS
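Agonist response is measured as cAMP accumulation in an RXFP1-transfected HEK293T line under PDE4 inhibition. Values are scaled between buffer-only and 29 nM porcine relaxin, and EC50s come from standard Hill equation fits.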
* hit, by the source's call; ? = inconclusive; . = no result given; & = joins results of further samples. Unless noted, calls come from the whole dose curve; as a rule, active = well fitted curve in the direction sought with a large enough effect; inconclusive = small, poorly fitted or top-dose-only effect, or another doubt; inactive = no such curve, though single readings can be large; an effect the other way counts as inactive or inconclusive. A portion of the library, so the mix of outcomes need not match the whole.

mol	GRP78 ERSR act	D1 antag	Vif-A3F inh	LDHA block	D2 PAM	D1 PAM	D1 agonist	Vif-A3G inh	RXFP1 ag
CCN(CC)c1ccc(-n2c(C)c(C(C)=O)c(C(C)=O)c2C)cc1	-7%	-16	-8%	0	-2	-5	8	4%	1.6%
CCOc1ccc(CNC(=O)C2=Cc3cccc(OC)c3OC2)cc1	4%	11	3%	5	-12	5	1	-1%	0.0%
O=C(COC(=O)c1cccnc1Cl)c1ccc(OC(F)F)cc1	-1%	-6	6%	-1	1	-7	6	2%	2.1%
Cc1cc(Cl)ccc1NNC(N)=S	-2%	5	-25%	30	0	3	0	1%	4.6%
O=S(=O)(c1ccc(Cl)cc1)N1CCN=C1SCc1cccnc1	0%	-15	3%	4	-6	3	-1	0%	-0.9%
Cc1cccc(C(=O)Nc2ccc(C(=O)c3ccccc3)cc2)c1	0%	.	18%	-1	.	.	.	4%	.
C=C(C)CSc1nc2ncc(Cl)cc2[nH]1	-1%	.	-4%	0	2	-1	-2	1%	-2.8%
COc1ccc(NS(=O)(=O)c2cc(NC(=O)CCc3ccc(OC)c(OC)c3)ccc2N2CCOCC2)cc1	-6%	.	0%	-1	.	.	.	0%	.
COc1cc(S(=O)(=O)N(C)C2CCCCC2)c(C)cc1C	-4%	10	9%	1	6	-12	5	-1%	0.2%
N#Cc1cccc(NCC(=O)Nc2ccc3c(c2)OCCO3)c1	-6%	-11	0%	-8	5	-2	3	-1%	0.4%
CC(CCc1ccccc1)NC(=O)CNC(=O)N1CC(=O)Nc2ccccc21 (stereo not drawn)	-4%	19	-4%	-7	2	0	4	2%	0.3%
COc1ccc(NC(=S)N2CCC3CC2c2c(Cl)cccc23)c(OC)c1 (stereo not drawn)	-4%	.	0%	0	.	.	.	0%	.
COc1ccc(N(CC(=O)Nc2cccc(OC)c2)S(=O)(=O)c2c(C)nn(C)c2C)cc1	-3%	0	3%	-12	-6	3	2	-5%	0.3%
COc1cc(NC(=O)CSc2ccc3c(c2)OCCO3)cc(OC)c1OC	-5%	-36*	9%	-1	-4	-2	15	-2%	-2.9%
O=C(COC(=O)c1cc(=O)c2ccccc2o1)Nc1cc(Cl)ccc1Cl	0%	-2	0%	2	-16	-4	1	0%	-1.5%
COc1ccc(N2CCN(C(=O)C(=O)c3c[nH]c4ccccc34)CC2)cc1	-4%	-15	-17%	-6	-1	0	3	1%	4.7%
Cc1cc(NC(=O)CCS(=O)(=O)c2nc(-c3ccccc3)cc(C(F)(F)F)n2)no1	-15%	-16	3%	-4	38*	-7	1	?	0.1%
CC(=O)c1sc(NC(=O)c2c(-c3ccccc3)c(-c3ccccc3)nn(C)c2=O)nc1C	-2%	9	1%	-3	0	-1	2	-3%	-0.9%
CCc1ccc(OCCNC(=O)OCc2ccccc2)cc1	-3%	2	-4%	-2	5	-2	8	-2%	1.6%
O=C(O)C1C2C=CC(C2)C1C(=O)Nc1nccs1 (stereo not drawn)	-3%	2	-8%	-3	-15	6	1	2%	1.0%
OC(c1ccccc1)(c1ccc(F)cc1)C(c1ccccc1)N1CCOCC1 (stereo not drawn)	-4%	-16	-2%	0	-15	-13	2	-7%	0.3%
CCN(C(=O)C1CCN(S(=O)(=O)c2cc(Br)cc3c2N(C(C)=O)CC3)CC1)c1cccc(C)c1	-2%	15	3%	-3	-3	0	6	0%	0.5%
CC(C)(CCl)C(=O)Nc1ccc(Sc2ccc(F)cc2)cc1	1%	-27	6%	0	-1	-2	33*	-1%	-3.4%
CCCCCC[n+]1c(-c2ccc(Cl)cc2Cl)csc1Nc1ccccc1	3%	9	-7%	-2	-5	-5	3	1%	0.4%

D1 antag, what is marked active above.
compound | GRP78 ERSR act | D1 antag | D2 PAM | D1 PAM | D1 agonist | RXFP1 ag
COc1cc(NC(=O)CSc2ccc3c(c2)OCCO3)cc(OC)c1OC | -5% | -36* | -4 | -2 | 15 | -2.9%

(next part)
mol	GRP78 ERSR act	D1 antag	Vif-A3F inh	LDHA block	D2 PAM	D1 PAM	D1 agonist	Vif-A3G inh	RXFP1 ag
CCN(CC)C(=O)COc1ccc2c(-c3ccc(OC)cc3)cc(=O)oc2c1	4%	18	2%	2	9	-5	0	1%	-0.3%
Cc1cccc(OCC(O)Cn2c(-n3nc(C)cc3C)nc3c2c(=O)[nH]c(=O)n3C)c1 (stereo not drawn)	-7%	5	2%	-2	-4	1	1	-6%	1.9%
CC(C)C(c1nnnn1C1CCCC1)N1CCc2ccccc21 (stereo not drawn)	-6%	4	-2%	-1	-2	-2	0	1%	0.1%
Cc1ccc(-c2csc(N3CCC(C(N)=O)CC3)n2)cc1	5%	-4	-6%	-7	.	-8&-3	0&2	1%	0.3%&-2.1%
O=C(c1ccco1)N1CCCN(Cc2nc(-c3cccs3)no2)CC1	-5%	-21	4%	-8	8	1	2	1%	0.5%
CCCCNc1nc2c(-c3cccc(Br)c3)nnn2c2ccccc12	4%	-15	1%	1	-3	5	2	0%	?
COCCN(C(=O)c1csnn1)C(C(=O)NC1CCCCC1)c1ccc(Cl)cc1 (stereo not drawn)	0%	-3	6%	-10	6	16	0	0%	2.2%
Cc1ccc(S(=O)(=O)N2CCCC2C(=O)NCCc2nc3ccccc3[nH]2)cc1 (stereo not drawn)	-7%	8	0%	-5	11	-8	-3	1%	-2.8%
Cc1ccccc1Cn1cc(NC(=O)c2nc3ncccn3n2)cn1	3%	-9	-5%	-11	8	-4	0	2%	-1.3%
O=C(NC(CC(=O)N1CCN(c2ccccc2)CC1)c1ccccc1)c1ccccc1Cl (stereo not drawn)	-5%	-1	17%	-1	-23	-2	0	0%	4.1%
COC(=O)c1ccccc1NC(=O)c1cnn2c(C(F)F)cc(C3CC3)nc12	-1%	-7	-3%	-3	33*	7	3	-7%	3.2%
O=C1COc2ccc(C(=O)NCc3ccco3)cc2N1	-4%	6	-1%	-12	.	-1	0	1%	0.1%
Cc1ccc(NC(=S)N(Cc2cccs2)Cc2cc3cccc(C)c3[nH]c2=O)cc1	-4%	3	0%	-7	3	-5	3	2%	1.0%
Cc1nn(-c2ccccc2)c2c1cc1c(=O)n(C)c(=O)nc-1n2-c1cccc(Cl)c1	-4%	-12	2%	1	12	0	0	3%	9.9%
NS(=O)(=O)c1ccc(CCNC(=O)CN2CCN(c3ccccc3F)CC2)cc1	-1%	-7	-1%	0	-13	1	1	-1%	0.4%
C/C(=N\NC(=O)CNc1cccc(C(F)(F)F)c1)c1cccc(Br)c1	2%	7	-5%	-3	.	1	4	1%	0.4%
CC(NC(=O)Nc1ccc(Br)cc1)C(C)(C)C (stereo not drawn)	8%	-16	0%	-1	2	-10	16	0%	-0.1%
O=C(NCC1CCN(Cc2ccccc2F)CC1)Nc1ccc(F)c(Cl)c1	-5%	-15	3%	-6	-14	-5	24	0%	0.0%
Cc1ccc(S(=O)(=O)Oc2cccc([N+](=O)[O-])c2)cc1	1%	.	6%	-3	.	.	.	?	.
O=C(Nc1cccc(C(=O)Nc2ccccc2C(=O)O)c1)c1cccc(Cl)c1	4%	.	3%	0	.	.	.	-9%	.
COc1ccc(CCn2c(N3CCN(C)CC3)nc3c2c(=O)[nH]c(=O)n3C)cc1	-6%	0	2%	-2	4	2	1	1%	2.0%
CCC(C)NC(=O)c1nn(-c2ccc(C)cc2)c(=O)n(C)c1=O (stereo not drawn)	-1%	-6	3%	-9	3	0	0	-2%	-2.9%
O=C(Nc1ccccn1)c1sc2cc([N+](=O)[O-])ccc2c1Cl	2%	3	-1%	1	3	2	3	-6%	2.6%
Nc1c(Cl)cc(-c2csc(NCCc3nc4cc(Cl)c(Cl)cc4n3CCCO)n2)cc1Cl	-1%	4	7%	-2	7	2	1	-7%	-0.1%
Cc1ccc(-n2c(-c3cn(C)nc3C)n[nH]c2=S)cc1	.	-4	.	.	.	-2	2	.	3.3%
O=C(/C=C/c1ccccc1[N+](=O)[O-])NNC(=O)c1ccncc1	5%	-2	0%	-8	1	-6	4	0%	1.0%
N#Cc1nccc2ccc(OCc3ccc(Br)cc3)cc12	-6%	.	1%	-2	.	.	.	0%	.
Cc1ccc(-c2nn(-c3ccccc3)cc2C2CC(c3cccs3)=NN2C(=O)CCCC(=O)O)cc1 (stereo not drawn)	5%	-7	-1%	7	2	-7	1	4%	1.1%
COc1ccc(C2CC(=O)C(C=NCCO)=C(O)C2)cc1 (stereo not drawn)	-4%	-23	-11%	2	0	-7	3	-12%	-0.2%
C=CCOc1ccc2c(OC)c3ccoc3nc2c1OC	-1%	5	-11%	4	5	8	0	1%	-0.8%
CCCCn1c(N)c(N(CC(C)C)C(=O)c2ccc(C)c(S(=O)(=O)N3CCCCC3)c2)c(=O)[nH]c1=O	-3%	-17	3%	-6	7	-3	2	2%	-0.2%
COc1ccc(-n2nc(C(=O)NCC(=O)N3CCCCCC3)c3ccccc3c2=O)c(OC)c1	3%	17	6%	-2	.	-12	1	0%	0.7%
CCOC(=O)N1CCC(NC(=O)C(NC(=O)C2CCC(C)CC2)C(C)CC)CC1 (stereo not drawn)	.	-3	.	.	9	-4	2	.	2.1%
O=C(Oc1ccc(C(=S)N2CCOCC2)cc1Cl)c1ccccc1F	-1%	-19	7%	-15	12	13	2	0%	-4.4%
COc1ccc(NC(=O)c2cccc(Cl)c2)c[n+]1[O-]	-2%	-10	5%	-2	6	1	3	3%	-1.8%
O=C(O)C1C2C=CC(C2)C1C(=O)NCc1ccoc1 (stereo not drawn)	-4%	-6	-2%	1	-1	-1	1	-9%	1.2%
CCC[C@H]1CN(c2ccccc2)C(=O)[C@@H]1CC(=O)Nc1ccccc1	-3%	.	-1%	-8	.	.	.	0%	.
